Compound activity from PubChem BioAssay.
GAA glycogen = qHTS Assay for Inhibitors and Activators of Human alpha-Glucosidase Cleavage of Glycogen; Potency, µM (doses to about 76.4 µM), for the others: top-dose activity change, negative = inhibition, usual class: inhibitors; recombinant GAA, glycogen substrate, Amplex Red glucose oxidase fluorescence; 0.38% of 300,000 active;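 note: 0% = full enzyme reaction and -100% = no-enzyme basal signal; the screen sought inhibitors and activators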
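Natural-substrate format: glycogen cleavage by 4 nM human enzyme, glucose read by Amplex Red coupling (Ex 573, Em 610 nm). Normalized to enzyme and no-enzyme controls.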
aGlu spleen mod = qHTS Assay for Inhibitors and Activators of Human alpha-Glucosidase From Spleen Homogenate; Lysosomal alpha-glucosidase (Homo sapiens), P10253; human spleen homogenate, 4-MU-alpha-glucoside fluorescence; Potency, µM (titrated, usually from 79.9 µM), inactives show at the highest dose activity change, negative = inhibition, most hits filed as inhibitors; 0.006% of 240,000 active; AID 2112, 2009;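 note: 0% = enzyme with vehicle and -100% = no enzyme basal signal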
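Compounds were titrated against alpha-glucosidase in spleen homogenate at pH 5.0, with 1 mM 4-methylumbelliferyl substrate for 40 min at 37 C. Reactions were quenched with pH 10 NaOH/glycine and fluorescence measured.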
L3MBTL1 block = qHTS Assay for the Inhibitors of L3MBTL1; AlphaScreen L3MBTL1–H3K9me1 peptide binding; Potency, µM (top dose mostly 57.1 µM), for inactives: top-dose activity, negative = inhibition, hits mostly inhibitors; 0.66% of 230,000 active; AID 485360, 2010; note: nearly all actives have a fitted effect of over 60% in size
Target sequence (Q9Y468 whole entry, looked up): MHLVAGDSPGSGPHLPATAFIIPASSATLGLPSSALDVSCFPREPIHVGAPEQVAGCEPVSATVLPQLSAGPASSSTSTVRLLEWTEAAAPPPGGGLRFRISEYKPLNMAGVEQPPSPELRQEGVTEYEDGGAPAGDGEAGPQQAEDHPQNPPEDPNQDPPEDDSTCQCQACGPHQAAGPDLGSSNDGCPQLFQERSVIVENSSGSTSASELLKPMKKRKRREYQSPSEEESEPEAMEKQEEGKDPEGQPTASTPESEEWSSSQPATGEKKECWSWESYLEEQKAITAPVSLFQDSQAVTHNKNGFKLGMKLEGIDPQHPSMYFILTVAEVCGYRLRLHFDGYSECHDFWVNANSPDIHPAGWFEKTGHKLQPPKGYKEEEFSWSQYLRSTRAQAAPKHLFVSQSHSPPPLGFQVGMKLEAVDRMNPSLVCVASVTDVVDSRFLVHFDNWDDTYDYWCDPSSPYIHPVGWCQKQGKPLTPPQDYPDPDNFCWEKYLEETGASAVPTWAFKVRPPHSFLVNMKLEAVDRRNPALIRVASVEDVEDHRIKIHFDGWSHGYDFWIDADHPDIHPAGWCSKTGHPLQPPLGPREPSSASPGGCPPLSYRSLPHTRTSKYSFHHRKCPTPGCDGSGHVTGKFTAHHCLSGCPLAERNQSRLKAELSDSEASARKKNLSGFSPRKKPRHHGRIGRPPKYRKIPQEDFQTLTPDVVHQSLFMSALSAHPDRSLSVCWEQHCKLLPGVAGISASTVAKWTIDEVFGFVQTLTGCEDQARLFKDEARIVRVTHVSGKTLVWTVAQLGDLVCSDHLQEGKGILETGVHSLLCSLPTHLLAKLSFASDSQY
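L3MBTL1 (50 nM) pre-complexed 30 min with biotinylated H3(1-15)K9me1 peptide (75 nM), then compounds added for 30 min at room temperature; AlphaScreen streptavidin donor/nickel chelate acceptor beads (10 ug/mL final) read after 30 min dark incubation.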
RECQ1 inh = qHTS Assay for Inhibitors of RecQ-Like Dna Helicase 1 (RECQ1); ATP-dependent DNA helicase Q1 (Homo sapiens), P46063; RECQ1 DNA unwinding, red fluorescence kinetic read; Potency, µM (highest dose often 57.3 µM), for inactives: at the highest dose activity, negative = inhibition, actives largely listed as inhibitors; 0.54% of 240,000 active; AID 2549, 2010;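 note: plate controls were vehicle for no effect and no enzyme for full effect; nearly all actives have a fitted effect of over 30% in size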
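50 nM RECQ1T1 preincubated 15 min with compound in Tris pH 8.0 buffer with MgCl2, DTT, Tween-20 and 2.5 ug/ml poly(dI-dC); started with 200 nM TAMRA/BHQ-2 forked duplex and 2 mM ATP. Unwinding read as fluorescence (525/598 nm), two reads 2 h apart.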
RGS12 GoLoco inh = qHTS Assay for Inhibitors of RGS12 GoLoco Motif Activity (Red Fluorophore). Guanine nucleotide-binding protein G(i) subunit alpha-1 (Homo sapiens), P63096. Gai1:RGS12 GoLoco peptide FP, rhodamine, 10 min. Potency, µM (series often up to 61.6 µM), without a hit: top-dose activity, negative = inhibition, usual class: inhibitors. 0.44% of 230,000 active. AID 880, 2007; active = well fitted inhibition curve with a large enough effect, not every such curve was filed as active; inactive = no such curve, though single readings can be large or run the other way; note: nearly all actives have a fitted effect of over 30% in size; many of its hits are not listed in these tables
TRb-SRC2 inh = qHTS for Inhibitors of the Interaction of Thyroid Hormone Receptor and Steroid Receptor Coregulator 2; Thyroid hormone receptor beta (Homo sapiens), P10828; TRbeta-SRC2 peptide binding, fluorescence polarization; receptor liganded with 1 µM T3; Potency, µM (top dose mostly 106 µM), for inactives: at the top dose activity change, negative = inhibition, most hits filed as inhibitors; 0.065% of 280,000 active; AID 1469, 2008;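 note: plate controls were bound peptide for no effect and peptide without receptor for full effect; nearly all actives have a fitted effect of over 50% in size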
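Decrease in fluorescence polarization of 20 nM Texas Red SRC2 coactivator peptide flagged inhibition of its binding to 0.6 uM TRb LBD; 1 uM T3 included, incubation 5 hr, ex 555/em 632 nm.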
GAA inhib = qHTS Assay for Inhibitors of Human alpha-Glucosidase as a Potential Chaperone Treatment of Pompe Disease; Lysosomal alpha-glucosidase (Homo sapiens), P10253; purified human GAA, 4-MU-alpha-glucoside fluorescence; Potency, µM (doses to about 76.9 µM), for the others: at the highest dose activity change, negative = inhibition, hits mostly inhibitors; 0.005% of 200,000 active; AID 1466, 2008;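 note: plate controls were uninhibited enzyme wells for no effect and no-enzyme background for full effect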
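Endpoint fluorogenic read: 20 min room-temperature reaction of 4 nM human alpha-glucosidase with 400 uM 4-methylumbelliferyl-alpha-D-pyranoside, pH 5.0, quenched with 1M NaOH/1M glycine pH 10. AC50 from Hill modeling.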
TexasRed fluor = Total Fluorescence Counterscreen for Inhibitors of the Interaction of Thyroid Hormone Receptor and Steroid Receptor Coregulator 2. TRb/SRC2 Texas Red total fluorescence interference. Potency, µM (top dose mostly 106 µM), without a hit: at the top dose fluorescence change, negative = quenching. 0.29% of 280,000 active; active = well fitted curve in either direction with a large enough effect; inconclusive = small, poorly fitted or top-dose-only effect
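Human TRβ ligand-binding domain (0.6 uM) and Texas Red SRC2 peptide (20 nM) in Tris buffer with 1 uM T3 and 5% DMSO were incubated with pinned compound for 5 hr at ambient temperature. Total fluorescence was computed as S + 2P (555/632 nm).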
The depositor's hits bear a star; i = inactive; u = inconclusive; x = not tested or not shown; [ ] = another dose, or the depositor's remark. Unless noted, calls come from the whole dose curve; as a rule, active = well fitted curve in the direction sought with a large enough effect; inconclusive = small, poorly fitted or top-dose-only effect, or another doubt; inactive = no such curve, though single readings can be large; an effect the other way counts as inactive or inconclusive. Unless noted, % is set by controls: 0 for no effect and ±100 for the full control effect; potency is the fitted concentration of half-maximal effect.

SMILES	GAA glycogen	aGlu spleen mod	L3MBTL1 block	RECQ1 inh	RGS12 GoLoco inh	TRb-SRC2 inh	GAA inhib	TexasRed fluor
CC(=O)c1c(O)c(C)c(O)c2c1OC1=CC(=O)C(C(C)=O)C(=O)[C@@]12C (stereo partly drawn)	u	0%	x	i	-3%	-8%	x	0%
CCCCCCc1cc2cc(C(=O)NCc3ccccc3)c(=N)oc2cc1O	3%	0%	15%	0%	82%[activator]	7%	u	3%
Cc1cccc(C)c1-n1c(C)nn(-c2ncc(C(F)(F)F)cc2Cl)c1=O	9%	-5%	0%[11.4 µM]	-7%	-1%	-2%	-6%	-2%
CSc1nc(C)cc(OCC#N)n1	-1%	2%	-8%	17%	10%	-1%	u	-3%
O=C(Nc1ccc(O)cc1)c1cc2ccccc2c(=O)s1	12%	-6%	13%	-11%	10%	-3%	3%	-9%
C=CCn1cc(C(=O)N2CCc3ccccc3C2)c(=O)c2cc(S(=O)(=O)N(CC)CC)ccc21	-1%	-1%	-6%	-16%	-11%	-6%	-13%	-1%
Cc1onc(-c2ccccc2)c1C(=O)NC(CC(=O)O)c1ccc(OC(C)C)cc1 (stereo not drawn)	3%	-2%	-6%	5%	1%	-2%	-4%	1%
COC(=O)CSc1nnc(C)n1-c1cccc(C#N)c1	-10%	-2%	-1%	-19%	0%	-18%	-7%	1%
O=c1nc(N2CCOCC2)ccn1-c1nc(-c2ccccc2)oc1-c1ccccc1	3%	3%	2%	-14%	4%	0%	-1%	0%
COc1ccc(N2CC(C(=O)Nc3ncccc3C)CC2=O)cc1 (stereo not drawn)	10%	4%	x	-2%	0%	6%	-1%	-1%
O=C(Nc1ccc2c(c1)C(=O)NC2=O)c1ccc(S(=O)(=O)N2CCCC2)cc1	18%	1%	9%	i	1%	2%	7%	-1%
COC(=O)CCC(=O)OC1(C)C(=O)C=C2C=C(C3CC3)N(Cc3ccc4c(c3)OCO4)C=C2C1=O (stereo not drawn)	9%	4%[17.4 µM]	x	3%[11.5 µM]	8%[14.2 µM]	8%[11.2 µM]	x	-4%[11.2 µM]
S=C(NN=C1CCCCCC1)Nc1ccc(Cl)cc1	-29%	5%	x	-14%	10%	-6%	-7%	-1%
CC(C)n1c(=S)[nH]c2cc(C(F)(F)F)ccc21	-5%	-1%	2%	-5%	6%	8%	u	0%
C[C@]12CCC3c4ccc(OCC(=O)O)cc4CCC3C1CCC2=O (stereo partly drawn)	-2%	-14%	x	0%	4%[14.2 µM]	-7%	x	-1%
CCN(CC)c1ccc(C(=O)OCC(=O)NC(C)(C)C)cc1	4%	-4%	x	-13%	-1%	0%	x	-1%
Cc1ccc(S(=O)(=O)N(CC(=O)Nc2ccccc2C(=O)O)c2cccc(Cl)c2C)cc1	0%	4%	-7%	10%	-6%	-2%	-4%	-2%
C=C(C)C(=O)Nc1cccc(C2=NOC3(C2)C[C@@H](C(N)=O)N(C(=O)c2cc([N+](=O)[O-])cc([N+](=O)[O-])c2C)C3)c1 (stereo partly drawn)	0%	6%	x	i	1%	-1%	x	0%
CCSc1nnc(NC(=O)CCCOc2ccc(C)cc2)s1	-1%	3%	x	-11%	-5%	-1%	-5%	1%
Cc1ccc(Nc2nc(N/N=C/c3c[nH]c4ccccc34)nc(N3CCOCC3)n2)cc1	-24%	-4%	-24%	-3%	104%[activator]	-4%	-1%	631µM*[quencher]
CCN(CC)C(=N)N1c2ccccc2CCC1C (stereo not drawn)	6%	x	32%[activator]	-3%	1%	3%	-2%	-1%
O=C(OC1CCOC1=O)c1cc(-c2ccc(Cl)cc2)nc2ccccc12 (stereo not drawn)	1%	2%	-5%	-2%	-27%	6%	-19%	-3%
COC(=O)c1ccc(/C=C2/SC(=S)N(CCCC(=O)Nc3ccccn3)C2=O)cc1	-1%	4%	-20%	-1%	5%	13%	-8%	-1%
O=C(Cc1nnc(NC(=O)Nc2ccc(Cl)cc2)s1)NCc1ccccc1	-13%	8%	13%	-3%	4%	-3%	-4%	3%
CCc1nccn1S(=O)(=O)c1ccc2ccccc2c1	-5%	4%	4%	i	0%	4%	-1%	2%

Overlap with the part before: three compounds, then new ones.
SMILES	GAA glycogen	aGlu spleen mod	L3MBTL1 block	RECQ1 inh	RGS12 GoLoco inh	TRb-SRC2 inh	GAA inhib	TexasRed fluor
COC(=O)c1ccc(/C=C2/SC(=S)N(CCCC(=O)Nc3ccccn3)C2=O)cc1	-1%	4%	-20%	-1%	5%	13%	-8%	-1%
O=C(Cc1nnc(NC(=O)Nc2ccc(Cl)cc2)s1)NCc1ccccc1	-13%	8%	13%	-3%	4%	-3%	-4%	3%
CCc1nccn1S(=O)(=O)c1ccc2ccccc2c1	-5%	4%	4%	i	0%	4%	-1%	2%
N#Cc1cn(Cc2ccncc2)c(=O)[nH]c1=O	-4%	4%	8%	i	5%	5%	3%	1%
O=C(CCn1cccc1)Nc1cc(F)ccc1F	0%	1%	-10%	11%	6%	3%	1%	-1%
CCCCSc1nnc2[nH]c(=O)cc(N)n12	-13%	-8%	x	-4%	4%	4%	-2%	0%
CC(C)OC(=O)C(C#N)c1nc2ccccc2nc1N1CCN(Cc2ccccc2)CC1 (stereo not drawn)	12%	-8%	-1%	-4%	2%	-6%	-4%	-1%
Cc1cc(Cl)ccc1N1C(=O)CC(SCCC(=O)O)C1=O (stereo not drawn)	-4%	2%	-6%[11.4 µM]	i	-10%	3%	-5%	1%
CCOC(=O)c1ccccc1NC(=O)N[C@@H](C)C(=O)OC	0%	-4%	x	-3%	9%	-6%	-6%	-2%
Cc1nc(N2CCCCC2)sc1C=O	-23%	-9%	3%	-2%	5%	9%	-4%	1%
COc1ccc(N2CCN(CC(=O)N3CCC(C)CC3)CC2)cc1	4%	-4%	-1%	-3%	x	2%	4%	0%
CCn1c2ccccc2c2c3ncc4cccn4c3ccc21	-4%	3%	98%[activator]	-14%	-1%	-3%	u	-2%
Cc1cc(NC(=O)c2ccco2)ccc1-n1cnnn1	6%	2%	-5%	-4%	4%	-8%	-3%	-3%
CCN1C(=O)/C(=C/c2nc3ccccc3c(=O)n2-c2ccc(C)cc2)c2ccccc21	18%	-2%	-7%	-3%	24%	0%	-5%	5%
Cc1ccc(NC(=O)Cn2nc(C)c(S(=O)(=O)N(C)C)c2C)cc1C	3%	11%	8%	-1%	9%	3%	1%	3%
Cc1cc(C(=O)OCc2nnc(-c3ccccc3)o2)c(C)n1-c1ccccc1	-2%	-5%	-5%	-20%	8%	2%	-7%	0%
O=C(Cc1nc(-c2ccc(Br)s2)cs1)NCCN1CCOCC1	6%	-7%	x	i	86%[activator]	5%	-3%	2%
CCOC(=O)c1sc(=S)n(CC)c1NC(=O)c1ccccc1C	4%	1%	5%	-8%	4%	1%	x	-2%
O=c1c2ccccc2nc2c3ccccc3c(NCCN3CCOCC3)nn12	-8%	-9%	8%	40%[activator]	8%	-3%	-2%	-12%
O=C(Nc1ccccc1)C1=C[C@@H](c2ccccc2)C[C@@H](OCc2ccc(CO)cc2)O1	-12%	-2%	7%	-16%	5%	-6%	x	1%
CCOC(=O)c1ccc(COC(=O)c2cc3ccccc3oc2=O)o1	2%	-1%	2%	1%	2%	7%	-13%	-3%
CCc1ccc(C(=O)NNC(=O)OC)cc1	2%	6%	x	2%	7%	-10%	-2%	0%
CC1CCC2(CC1)N=C(N)Nc1nc3ccccc3n12 (stereo not drawn)	-5%	-2%	10%	i	-7%	-1%	-11%	-2%
S=C(NCCc1ccccc1)Nc1ccccc1N1CCOCC1	-8%	15%	-26%	13%	-8%	-1%	-1%	-3%
COc1ccc(CNCc2cccc(Oc3ccccc3)c2)cc1	12%	1%	x	-10%	-12%	-3%	-6%	-6%
Cc1nn2c(-c3ccco3)nnc2c2ccccc12	2%	-2%	x	12%	4%	-1%	-6%	-1%
CCCn1c(SCC(=O)Nc2cc(S(=O)(=O)N3CCOCC3)ccc2Cl)n[nH]c1=O	-7%	2%	8%	-2%	-3%	-1%	1%	-1%
Cn1c(CSc2nc3ccccc3s2)n[nH]c1=S	-1%	-2%	4%	-13%	2%	6%	1%	-1%
Further records
SMILES	GAA glycogen	aGlu spleen mod	L3MBTL1 block	RECQ1 inh	RGS12 GoLoco inh	TRb-SRC2 inh	GAA inhib	TexasRed fluor
Cc1cccc(Nc2n[nH]c(=S)s2)c1C	u	3%	1%	-6%	3%	-11%	-3%	0%
O=C(Nc1ccc([N+](=O)[O-])cc1)C1CC12CCC2 (stereo not drawn)	-13%	-17%	7%	-23%	-22%	-2%	-4%	-1%
CC1(C)C2CCC1(C(=O)O)c1nc3ccccc3nc12 (stereo not drawn)	-4%	6%	x	2%	13%	2%	-13%	0%
CO/N=C/C(=N\Nc1ccc(OC)cc1)C(=O)c1ccc(F)cc1	0%	5%	u	-15%	13%	4%	-9%	-2%
Cc1nc2nc[nH]n2c(=O)c1NC(=O)c1cccc(OCC(C)C)c1	-7%	0%	8%	-1%	-10%	-3%	-2%	0%
CCn1c(SCC(=O)Nc2ccccc2C)nnc1-c1ccccc1O	-2%	-5%	5%	i	10%	2%	3%	-6%
OC[C@H]1O[C@@H](OC[C@H]2O[C@@H](O)[C@H](O)[C@@H](O)[C@@H]2O)[C@H](O)[C@@H](O)[C@@H]1O	x	2%	x	0%	6%	0%	x	-1%
Cc1cc(NCCO)c2ccccc2n1	-3%	-6%	3%	-4%	0%	0%	1%	0%
O=C(CSc1nnc(Cn2nnc3ccccc32)o1)Nc1cccc(Cl)c1	1%	0%	0%	-10%	3%	-4%	-6%	1%

Not all compounds are listed; count on the stated rates, not on these rows.
